LANA DNA inh: KSHV C-LANA DNA binding inhibition | AID 504423 | hit rate 0.078% among 340,000 | MBP-C-LANA/FAM-LBS DNA binding, fluorescence polarization | inhibition, % at 9 µM;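 active means highest replicate inhibition at or above 60% at 9 µM, even if other replicates fall short; inactive means all replicates below 60% inhibition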;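 further: 0% = neutral control wells and 100% = 4 µM acridine orange control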
HTR5A ag ctr: HTR5A agonism, opioid heterodimer counter-screen. activation, % at 9.3 µM. HTR5A agonist assay, luminescence, cell-based. P47898. hit rate 0.61% among 340,000. AID 504692; in the data active means activation mostly above about 9.5%, no sharp cut-off; inactive means mostly below about 7.6%;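 further: 0% = cells with vehicle only and 100% = reference agonist; strong numbers were not always called active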
Target sequence (P47898 whole entry, looked up): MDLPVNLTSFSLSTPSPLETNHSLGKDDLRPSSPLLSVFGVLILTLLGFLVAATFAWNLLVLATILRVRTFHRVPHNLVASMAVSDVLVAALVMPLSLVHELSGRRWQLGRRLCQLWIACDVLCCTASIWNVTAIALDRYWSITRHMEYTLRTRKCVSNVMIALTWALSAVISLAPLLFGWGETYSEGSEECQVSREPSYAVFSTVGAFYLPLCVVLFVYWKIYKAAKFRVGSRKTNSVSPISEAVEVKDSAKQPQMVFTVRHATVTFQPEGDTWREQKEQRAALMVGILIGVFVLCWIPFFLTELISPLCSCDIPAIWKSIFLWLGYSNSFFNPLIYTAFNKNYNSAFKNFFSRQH
OPRM1-OPRD1 ag: agonists of human mu-delta opioid receptor heterodimerization | P35372+P41143 | activation, % at 9.3 µM | hit rate 0.3% among 340,000 | cells, OPRM1-OPRD1 heterodimerization, luminescence; in the data active means activation above about 18%;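 further: 0% = vehicle-treated cells and 100% = reference agonist; values of inactives mirror those of a sister screen read the other way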
CAL-PDZ inh HTS: CAL PDZ (human) peptide binding inhibition. purified CAL PDZ, TMR-peptide fluorescence polarization, 1 h. inhibition, % at 24.9 µM. hit rate 0.92% among 300,000;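 active means mean inhibition of at least 30% with at least half of replicates also reaching 30%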;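 further: 0% = DMSO neutral control and 100% = excess unlabeled competitor peptide PRC23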
HTR5A inv ctr: counter-screen for OPRM1-OPRD1 inverse agonists: human HTR5A inverse agonism | inhibition, % at 9.3 µM | HTR5A cell line, luminescence | P47898 | AID 504634 | hit rate 0.083% among 340,000; in the data active means inhibition mostly above about 23%, no sharp cut-off; inactive means mostly below about 18%;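 further: 0% = cells with DMSO and 100% = no-cell wells with DMSO; some compounds called inactive have numbers as strong as hits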
Cardiac RTF inh: cardiac RTF calcium desensitization | P19429+P45379 | IANBD-labeled cardiac RTF, Ca2+ fluorescence | inhibition, % at 7.15 µM | hit rate 0.12% among 340,000;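 active means inhibition above the mean inhibition of all tested compounds plus 3 SD, cut at about 17% in these data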;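 further: assay run at fixed EC70 calcium of 1.6 mM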
RTF Ca sens act: cardiac RTF calcium sensitization | P19429+P45379 | IANBD-labeled TnC RTF fluorescence at EC20 calcium; 0% EC20 calcium, 100% full calcium | activation, % at 7.2 µM | hit rate 0.24% among 340,000;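 active means activation above the mean over all tested compounds plus 3 SD, cut at about 30% in these data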;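 further: rise in fluorescence read as greater calcium sensitivity of cardiac thin filaments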
V-ATPase pHluor: alters yeast V-ATPase proton transport; S. cerevisiae, pHLuorin cytosolic pH fluorescence; response, % at 10 µM; hit rate 0.37% among 350,000; AID 504577; in the data active means response mostly above about 7.3%, no sharp cut-off; inactive means mostly below about 5.4%; further: actives read high; inactives centre near 0; some compounds called inactive have numbers as strong as hits; reference of the scale not given here
Keap1-Nrf2 PPI: Keap1-Nrf2 (human) interaction inhibition | hit rate 0.15% among 340,000 | AID 504523 | inhibition, % at 9.4 µM | Keap1 Kelch-Nrf2 peptide fluorescence polarization, 1536-well; in the data active means inhibition above about 12%;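 further: human Keap1 Kelch domain with fluorescein labeled Nrf2 9mer peptide probe; 0% = neutral control wells and 100% = peptide positive control; higher means more block of Keap1 binding to Nrf2 peptide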
Target sequence (Q14145 whole entry, looked up, the tested form may be a part): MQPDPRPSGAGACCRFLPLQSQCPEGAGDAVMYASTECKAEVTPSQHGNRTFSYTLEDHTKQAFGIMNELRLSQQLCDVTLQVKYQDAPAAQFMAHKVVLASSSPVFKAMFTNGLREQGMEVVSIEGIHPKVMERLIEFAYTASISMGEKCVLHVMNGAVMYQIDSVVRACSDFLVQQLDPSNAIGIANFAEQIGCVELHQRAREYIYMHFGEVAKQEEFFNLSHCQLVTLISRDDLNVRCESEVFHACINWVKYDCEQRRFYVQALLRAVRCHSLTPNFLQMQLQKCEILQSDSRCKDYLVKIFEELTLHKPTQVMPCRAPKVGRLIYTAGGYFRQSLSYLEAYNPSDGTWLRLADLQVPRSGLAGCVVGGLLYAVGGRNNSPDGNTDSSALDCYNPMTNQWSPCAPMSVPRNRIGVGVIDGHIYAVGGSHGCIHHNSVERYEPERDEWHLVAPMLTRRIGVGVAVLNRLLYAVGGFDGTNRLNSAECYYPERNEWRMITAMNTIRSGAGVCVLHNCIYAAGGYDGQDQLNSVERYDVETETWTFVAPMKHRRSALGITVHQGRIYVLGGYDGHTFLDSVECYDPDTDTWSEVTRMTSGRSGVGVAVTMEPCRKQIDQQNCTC
MOR-DOR inv ag: mu-delta opioid heterodimer inverse agonism | AID 504357 | P35372+P41143 | inhibition, % at 9.3 µM | cell-based MOR-DOR heterodimer luminescence | hit rate 0.21% among 340,000; in the data active means inhibition above about 22%, passing the limit was not always enough;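 further: 0% = cells with DMSO and 100% = wells without cells with DMSO; values of inactives mirror those of a sister screen read the other way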
* marks the source's active call; other numbers are inactive results; / = no result given. Rows were taken by chance, and some 2.8% of all compounds hit somewhere here.

SMILES	LANA DNA inh	HTR5A ag ctr	OPRM1-OPRD1 ag	CAL-PDZ inh HTS	HTR5A inv ctr	Cardiac RTF inh	RTF Ca sens act	V-ATPase pHluor	Keap1-Nrf2 PPI	MOR-DOR inv ag
O=C(CCCC(=O)N(CC(=O)NC1CCCCC1)Cc1ccco1)Nc1ccccn1	-0.5	2	-2.4	1	-21	-9	6	-4	0	13
CC/C(C)=N\N=C\c1c(O)n(CC)c2cc(C3=NNC(=O)CC3)ccc12	-2.0	-5	-6.7	-2	21	-11	-1	-1	-2	31*
CCOc1ccc(CCNC(=O)Nc2ccccc2)cc1OCC	1.9	4	-1.7	-4	-13	0	-2	-4	-4	8
CC(CCc1ccccc1)NC(=O)c1cccc(F)c1 (configuration not stated)	-0.2	1	1.1	0	-2	-14	-7	3	2	-5
Cc1cc(OCC(=O)NNC(=S)NC(=O)c2cccs2)ccc1Cl	0.9	-1	-3.3	-5	3	0	3	-1	5	14
C#CC1(NC(=O)NCCCC)CCCCC1	-0.1	2	-0.3	-1	-5	-7	-5	-2	3	2
Cc1cc2[nH]c(=O)c(=O)[nH]c2cc1S(=O)(=O)NC1CCC(C)CC1 (configuration not stated)	0.5	3	0.2	5	7	-1	-2	5	2	-1
CCC(=O)Nc1nc(NCc2ccccc2OC)n(-c2ccccc2)n1	-1.6	-1	-2.5	-1	2	-6	-1	-2	-8	13
CCN(CC(=O)Nc1ccc(Br)cc1)C(=O)Cc1cccc(F)c1	-1.1	1	1.4	-19	-4	5	-5	6	6	-9
CCOC(=O)c1ccccc1N/C=C1\CCCCC1=O	-0.4	-3	2.3	2	7	2	-1	-2	1	-14
CC(=NNC(=O)C(C)SC(C)C(=O)NN=C(C)c1cccnc1)c1cccnc1 (configuration not stated)	1.2	-2	-3.7	-3	9	6	-2	0	1	18
O=C(NCc1nc(-c2ccc(C(F)(F)F)cc2)no1)c1cccs1	1.5	3	-1.3	-1	-13	4	-1	1	-1	6
Cc1ccc(C(=O)Nc2cc(C(C)C)c(O)c(C(C)C)c2)cc1	0.0	1	1.9	-1	-7	1	-13	-1	3	-10
O=C(NCc1ccco1)c1ccccc1F	0.1	-2	-2.4	-1	15	-8	-2	-1	-6	12
O=C(COC(=O)c1cccnc1)NC1CCCc2ccccc21 (configuration not stated)	-0.6	-5	-2.1	0	12	-31	5	-1	-2	10
O=C(NCCNC(=O)c1ccccn1)c1ccc(F)cc1	-0.7	-2	0.3	-7	-7	-9	0	2	-4	-2
CCOc1ccc2oc(=O)cc(CN3CCOCC3)c2c1	-1.9	-3	-2.5	-3	10	-5	-3	0	1	12
CCOC(=O)C(C)Oc1cccc2c(=O)n(CC(=O)N3CCCc4ccccc43)ccc12 (configuration not stated)	-0.8	18	2.4	/	-55	0	4	6	0	-14
CC(C)c1ccc(C(=O)Nc2cccnc2)cc1	-3.7	3	-2.8	/	9	-6	-2	3	-5	14
CCOC(=O)CN(C(=O)COc1nc(C)cc(C)c1C#N)c1ccc(F)cc1	2.0	-2	-2.2	-2	-13	-10	-6	1	-5	11

Random excerpt: 4 records from the list.
SMILES	LANA DNA inh	HTR5A ag ctr	OPRM1-OPRD1 ag	CAL-PDZ inh HTS	HTR5A inv ctr	Cardiac RTF inh	RTF Ca sens act	V-ATPase pHluor	Keap1-Nrf2 PPI	MOR-DOR inv ag
CCOc1ccc2oc(=O)cc(CN3CCOCC3)c2c1	-1.9	-3	-2.5	-3	10	-5	-3	0	1	12
O=C(COC(=O)c1cccnc1)NC1CCCc2ccccc21 (configuration not stated)	-0.6	-5	-2.1	0	12	-31	5	-1	-2	10
CCOC(=O)CN(C(=O)COc1nc(C)cc(C)c1C#N)c1ccc(F)cc1	2.0	-2	-2.2	-2	-13	-10	-6	1	-5	11
O=C(NCc1nc(-c2ccc(C(F)(F)F)cc2)no1)c1cccs1	1.5	3	-1.3	-1	-13	4	-1	1	-1	6

Additional structures follow:
SMILES	LANA DNA inh	HTR5A ag ctr	OPRM1-OPRD1 ag	CAL-PDZ inh HTS	HTR5A inv ctr	Cardiac RTF inh	RTF Ca sens act	V-ATPase pHluor	Keap1-Nrf2 PPI	MOR-DOR inv ag
Cc1ccc(CC(=O)NC(C)CCc2ccccc2)cc1 (configuration not stated)	-1.0	-3	-0.3	-1	-20	-11	0	0	5	2
COc1ccc(OC)c(-c2cc(C3CCN(c4ncccc4[N+](=O)[O-])CC3)[nH]n2)c1	1.1	1	2.4	-1	4	-12	0	-1	-8	-14
CC(=O)C(Cc1ccccc1)NC(=O)COC(=O)c1cccc(C)c1[N+](=O)[O-] (configuration not stated)	2.1	-4	-1.0	2	9	4	0	2	0	4
Cc1ccccc1-n1c(C)nnc1SCC(=O)NCC1CCCO1 (configuration not stated)	-0.3	-4	1.1	-1	9	2	7	0	-1	-7
O=C(CSc1nc(-c2ccc(F)cc2)nc2c1Cc1ccccc1O2)Nc1ccc(C(=O)O)cc1	-0.3	4	-2.4	-12	-10	12	-17	-2	3	11
CCCCN=C(C)c1c(O)c2ccccc2oc1=O	2.0	3	-1.9	-4	-6	-4	-6	-2	-2	8
CCN1C2OC3OC4C(OC3OC2N(CC)S1(=O)=O)N(CC)S(=O)(=O)N4CC (configuration not stated)	0.7	1	-0.5	/	11	-11	10	1	-5	3
NC(=O)c1nn(-c2ccccc2)nc1NC(=O)CN1CCCCC1	-0.9	4	-2.2	1	6	1	1	7	0	12
O=C(NCCc1csc(-c2cccnc2)n1)c1cccc2ccccc12	-2.4	4	-0.8	-4	-2	-10	3	-1	-7	5
CCNC(=S)NNC(=O)c1cc(-c2cccc(OC)c2)nc2ccccc12	-0.1	0	-1.5	-2	-1	7	-3	-3	-4	8
Cc1cc(-c2nnnn2-c2ccc(F)cc2)no1	2.0	2	-1.0	-2	1	-7	7	1	-4	5
Cc1cccc(C)c1OCc1nnc(SCC(=O)NCc2ccccc2)o1	0.1	0	-3.4	/	-41	-3	0	-2	-2	18
O=C(NC(c1cccnc1)C(F)(F)F)c1cc(COc2ccc3c(c2)CCCC3)on1 (configuration not stated)	3.5	2	5.6	-5	-7	-7	-10	1	-2	-28
COc1ccc(C(=O)Nc2c(N)nc(SCC(=O)NCC3CCCO3)[nH]c2=O)cc1 (configuration not stated)	-0.4	-1	-1.4	-4	4	-3	-1	0	-3	8
COc1cccc2oc3cc(C#CC4(O)CCCCC4)ccc3c(=O)c12	-0.5	7	1.1	2	-26	3	-4	-3	1	-6
CCCCNc1c(-c2cccc(SC3CCCCC3)c2)nc2ccc(Cl)cn12	0.7	10	-0.2	-3	-8	-1	0	-3	2	1
C[C@@H]1CC[C@@]23COC(=O)C2=CCC[C@@H]3[C@@]1(C)CC/C(=C/CO)CO	0.4	0	-1.1	5	-17	-1	2	1	-3	6
CCOC(=O)C1CCN(C(=O)Nc2ccc3nccnc3c2)CC1	6.4	-1	-2.6	-4	-4	-3	1	-2	-2	12
CC1CCCC(NC(=O)CCCn2ncn3c(cc4occc43)c2=O)C1C (configuration not stated)	0.9	-1	-2.5	/	1	-7	5	-2	2	13
O=C(c1ccc(COCC(F)(F)F)cc1)N1CCN(c2ccccn2)CC1	0.2	3	-2.8	/	-2	-6	1	1	-1	14
Oc1ccc(-c2nc3ccccn3c2NCc2ccc3c(c2)OCO3)cc1	0.3	-2	-1.6	/	4	0	-3	-6	-5	7
COc1cc2ccc(=O)oc2c(O)c1OCC=C(C)C	5.6	1	0.1	-4	13	-6	-6	4	2	0
CCN(CC)S(=O)(=O)c1cccc(C(=O)N/N=C/c2ccccc2OCC(=O)O)c1	-1.2	1	-1.3	/	-1	4	9	-3	0	7
COc1ccc(/C=C(/NC(=O)c2ccco2)C(=O)N2CCCCC2)cc1	1.4	5	2.0	-2	14	-4	1	3	-4	-10
O=C1C2=C(Nc3ccccc3SC2c2ccco2)c2ccccc21 (configuration not stated)	-0.4	1	2.0	0	-23	3	-7	-1	-4	-12
N#CC1(NC(=O)COc2cccnc2[N+](=O)[O-])CCCCC1	0.0	-5	-3.1	/	1	-5	-2	1	-6	12
N#CCSc1nnc(-c2sc3ccccc3c2Cl)o1	0.2	7	0.4	1	-13	4	0	-5	3	-3
CCCNc1nc(-c2cc(C(=O)Nc3ccccc3)on2)cc(C(C)C)n1	-0.4	6	3.5	-2	-16	-3	-2	0	-3	-19
O=C(Nc1ccccc1NC(=O)c1ccco1)c1ccco1	-0.2	3	-0.6	/	-2	-14	1	1	-5	3
COc1ccc(NC(=O)N(C)C[C@H]2Oc3c(NS(=O)(=O)c4ccc(OC)cc4)cccc3C(=O)N([C@H](C)CO)C[C@@H]2C)cc1	0.8	-1	-1.5	5	6	-1	1	-4	1	8
Cc1occc1C(=O)NNS(=O)(=O)c1ccc([N+](=O)[O-])cc1	-2.1	-7	0.7	/	-13	-1	2	3	2	-4
O=C(Nc1ccccc1F)c1ccc([N+](=O)[O-])s1	-0.9	-6	3.4	-1	16	4	2	1	-1	-18
CC(C)CNC(=O)CN(C1CCCCC1)S(C)(=O)=O	-0.4	3	-1.7	-2	-9	-4	6	2	1	10
Cc1nn(CCCC(=O)Nc2sc3c(c2C#N)CCC3)c(C)c1[N+](=O)[O-]	5.4	-3	0.0	4	-15	-3	3	4	-7	0
COc1ccc(S(=O)(=O)N(C)CC(=O)Nc2ccccc2C(F)(F)F)cc1	0.9	2	-2.7	-2	-14	6	7	2	-3	15
COC(=O)c1ccc(C2C(C(=O)c3cc4ccccc4o3)=C(O)C(=O)N2CCN2CCOCC2)cc1 (configuration not stated)	0.0	-5	-3.8	1	18	-12	-1	4	-2	20
Cc1cc(Cl)ccc1OCC(=O)NCCOc1nc(N2CCCCC2)nc(N2CCOCC2)n1	-3.1	5	-0.8	-9	-21	-6	3	4	-4	4
CCN(CC)CCCOC(=O)c1ccc(OC)cc1O	-0.5	3	-1.5	-1	-8	5	-2	1	-2	8
Cc1ccc(S(=O)(=O)C2(C(=O)Nc3ccc(F)cc3)CC2)cc1	-0.6	3	-1.8	/	-16	-1	-5	1	2	8
O=C(c1ccccc1)c1coc(-c2ccccc2)c1	1.8	4	2.0	-1	-14	-8	2	-2	-10	-10
O=C(COc1ccc(Cl)cc1)N1CCN(S(=O)(=O)c2ccccc2)CC1	0.0	3	1.1	/	-10	-2	1	-3	-2	-6
CCOC(=O)c1ccc(NC(=O)c2nc[nH]c2C(=O)N(C)Cc2ccccc2)cc1	2.6	3	3.2	-3	-8	-9	-5	1	-3	-18
O=C(COC(=O)CN1C(=O)C2CCCCC2C1=O)Nc1ccc(F)c(F)c1F (configuration not stated)	-1.0	5	-1.7	0	-11	-6	6	-3	0	7
O=C(O)c1ccc(S(=O)(=O)c2ccc3c(c2)C(=O)N(Cc2ccco2)C3=O)cc1	-0.3	-2	0.2	0	0	4	6	4	3	-1
CCOC(=O)C1C(c2cccc(F)c2)NC(=S)NC1(O)C(F)(F)F (configuration not stated)	3.0	3	-2.6	-3	-9	4	7	-1	1	14
Cc1cc(C)c2sc(NNC(=O)c3ccc(S(=O)(=O)N4CCc5ccccc5C4)cc3)nc2c1	2.0	1	3.8	1	-17	1	2	-2	2	-22
CCCN(c1nc(C)cc(OC)n1)S(=O)(=O)c1ccccc1	-2.0	4	1.0	-4	-9	-8	-6	-1	0	-6
